VP16 counter – VP16 counterscreen qHTS for inhibitors of ROR gamma transcriptional activity; hit rate 3.5% among 310,000; Potency, µM (titrated, usually from 53.6 µM), for the others: top-dose activity, negative = inhibition, actives largely listed as inhibitors; Drosophila S2 Gal4-VP16 UAS-luciferase, luminescence, 20 h; AID 2546, 2010;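 note: Gal4-VP16 expression switched on by copper sulfate through the metallothionein promoter; potency is the fitted concentration of half-maximal effect; % is set by controls: 0 for no effect and ±100 for the full control effect; nearly all actives have a fitted effect of over 50% in size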
ELG1 repair inh – qHTS screen for small molecules that inhibit ELG1-dependent DNA repair in human embryonic kidney (HEK293T) cells expressing luciferase-tagged ELG1; HEK293T ELG1-luciferase reporter, luminescence, 16 h; DNA damage induced by 5-fluorouridine; Potency, µM (series often up to 46.1 µM), for the others: top-dose activity change, negative = inhibition, hits mostly inhibitors; hit rate 2.3% among 330,000; note: potency is the fitted concentration of half-maximal effect; % is set by controls: 0 for no effect and ±100 for the full control effect; nearly all actives have a fitted effect of over 55% in size
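DMSO vehicle served as the neutral condition. Each well held 2,000 cells given 5-fluorouridine plus compound; after 16 hr at 37 °C/5% CO2, ONE-Glo was added and luciferase measured 30 min later.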
RORg inh – qHTS for inhibitors of ROR gamma transcriptional activity. Drosophila S2 Gal4-RORgamma UAS-luciferase reporter, 20 h. Potency, µM (titrated, usually from 53.6 µM), for the others: at the highest dose activity change, negative = inhibition, usual class: inhibitors. hit rate 5.4% among 310,000; note: potency is the fitted concentration of half-maximal effect; % is set by controls: 0 for no effect and ±100 for the full control effect; nearly all actives have a fitted effect of over 60% in size
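ROR gamma transcriptional activity was tracked as Gal4-UAS luciferase output in stably transfected Drosophila Schneider cells, with compound added 1 hr before 700 uM copper sulfate induction and a 20 hr ambient-temperature incubation.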
TRPV1 ag – HTS Assay for Compounds that Act as Agonists of the Vanilloid Receptor 1; hit rate 0.19% among 320,000; TRPV1-expressing cells, Fluo-8 calcium influx, agonist mode; AID 540275, 2011; activation, % at 8.33 µM; in the data active = activation above about 80%; inconclusive = between about 30% and that limit; note: 0% is about no effect
Target sequence (Q8NER1 whole entry, looked up): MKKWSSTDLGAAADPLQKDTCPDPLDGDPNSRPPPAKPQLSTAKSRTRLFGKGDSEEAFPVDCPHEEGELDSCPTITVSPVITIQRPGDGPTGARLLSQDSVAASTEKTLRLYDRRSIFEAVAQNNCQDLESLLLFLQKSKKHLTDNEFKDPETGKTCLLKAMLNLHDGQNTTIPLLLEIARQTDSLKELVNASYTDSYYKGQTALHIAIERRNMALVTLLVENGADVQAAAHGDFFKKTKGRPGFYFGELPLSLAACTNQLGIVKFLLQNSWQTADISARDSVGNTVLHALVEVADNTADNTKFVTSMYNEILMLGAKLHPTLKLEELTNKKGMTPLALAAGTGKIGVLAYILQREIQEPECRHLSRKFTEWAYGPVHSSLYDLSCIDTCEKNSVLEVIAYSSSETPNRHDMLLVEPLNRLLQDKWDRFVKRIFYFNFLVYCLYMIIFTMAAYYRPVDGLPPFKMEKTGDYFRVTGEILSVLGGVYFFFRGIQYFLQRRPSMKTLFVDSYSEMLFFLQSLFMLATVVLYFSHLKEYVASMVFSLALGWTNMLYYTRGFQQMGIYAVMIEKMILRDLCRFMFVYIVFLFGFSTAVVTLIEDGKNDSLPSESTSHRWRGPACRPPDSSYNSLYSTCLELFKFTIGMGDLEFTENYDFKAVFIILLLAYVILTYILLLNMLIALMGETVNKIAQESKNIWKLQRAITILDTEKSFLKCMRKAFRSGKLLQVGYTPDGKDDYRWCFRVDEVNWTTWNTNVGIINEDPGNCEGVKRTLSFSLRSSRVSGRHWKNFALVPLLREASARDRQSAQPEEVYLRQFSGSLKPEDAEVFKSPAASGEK
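TRPV1-expressing cells were cultured overnight at 35.5C and loaded with Fluo-8 calcium dye for 40 to 90 min at room temperature. After a 10 s baseline, compound was added and calcium influx was read kinetically for 3 min (ex 480/em 520 nm).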
FLuc counter – qHTS profiling assay for firefly luciferase inhibitor/activator using purifed enzyme and Km concentrations of substrates (counterscreen for miR-21 project). Luciferin 4-monooxygenase (Photinus pyralis), P08659. purified FLuc, Km substrates, luminescence inhibition. Potency, µM (series often up to 57.5 µM), without a hit: at the top dose activity change, negative = inhibition, usual class: inhibitors. hit rate 6.9% among 360,000;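 note: potency is the fitted concentration of half-maximal effect; plate controls were vehicle for no effect and reference inhibitor for full effect; nearly all actives have a fitted effect of over 55% in size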
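Biochemical qHTS of compounds, final roughly 60 µM downward over six points, against 10 nM purified firefly luciferase using Km concentrations of substrates (10 uM D-luciferin, 10 uM ATP) in Tris acetate pH 7.5 buffer; luminescence output.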
NPC1 promoter act – qHTS Assay for NPC1 Promoter Activators. Huh7 NPC1 promoter luciferase reporter, 24 h. Potency, µM (titrated, usually from 9.22 µM), for the others: top-dose activation, hits mostly activators. hit rate 2.4% among 320,000. AID 485313, 2010;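 note: potency is the fitted concentration of half-maximal effect; % of control where 0% means no effect; nearly all actives have a fitted effect of over 60% in size; reporter is driven by a mutant NPC1 promoter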
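Cells: Huh7 expressing luciferase under the NPC1 promoter, 1500/well. Seeded 2 h, compound added, incubated 24 h at 37 °C. Luciferase reagent, 10 min ambient, then luminescence.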
p53 reactivation – qHTS assay for re-activators of p53 using a Luc reporter; Potency, µM (series often up to 92.2 µM), without a hit: at the highest dose activity change, positive = activation, most hits filed as activators; AID 504706, 2011; hit rate 0.063% among 320,000; H1299 p53-A138V BP100-luciferase reporter, luminescence, 24 h; note: potency is the fitted concentration of half-maximal effect; % of control where 0% means no effect; nearly all actives have a fitted effect of over 45% in size
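H1299 (p53-null), stable ts p53-A138V + BP100-Luc; 1000 cells/well, Opti-MEM/10% FBS; cpd 4 pt, 1:5; 24 h, 37 deg C, 5% CO2; detection reagent 10 min RT; luminescence.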
Rab9 prom act – qHTS Assay for Rab9 Promoter Activators | Huh7 Rab9 promoter-luciferase reporter, luminescence, 24 h | Potency, µM (titrated, usually from 9.22 µM), inactives show top-dose activation, negative = inhibition, usual class: activators | hit rate 2.8% among 320,000 | AID 485297, 2010; note: potency is the fitted concentration of half-maximal effect; % of control where 0% means no effect; nearly all actives have a fitted effect of over 60% in size
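Using Huh7 cells stably transfected with Rab9 promoter–luciferase, compounds were incubated 24 h at 37 °C, 5% CO2; luciferase luminescence was read 10 min after reagent addition.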
Tb PFK inh – qHTS Assay to Find Inhibitors of T. brucei phosphofructokinase; hit rate 0.17% among 330,000; AID 485367, 2010; T. brucei PFK, ADP-Glo luminescence; ATP-dependent 6-phosphofructokinase (Trypanosoma brucei brucei), O15648; Potency, µM (top dose mostly 57.5 µM), inactives show at the top dose activity, negative = inhibition, most hits filed as inhibitors;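 note: potency is the fitted concentration of half-maximal effect; 0% = uninhibited 1x PFK enzyme wells and -100% = no-enzyme wells; nearly all actives have a fitted effect of over 60% in size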
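Compounds were pin-transferred as a titration series up to 57 uM into substrate buffer (0.5 mM F6P, 0.1 mM ATP, pH 8.0), then 1.25 nM PFK was added and reactions ran 45 min before ADP-Glo detection.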
BRCA1 expr act – qHTS Assay to Identify Small Molecule Activators of BRCA1 Expression; AID 624202, 2012; Potency, µM (series often up to 46.1 µM), for the others: top-dose activation, most hits filed as activators; hit rate 1.1% among 380,000; MCF7-BRCA1-FFLuc reporter, luminescence, 48 h; response scale: scaled: vehicle 0%, 10 µM genistein 100%; note: potency is the fitted concentration of half-maximal effect; nearly all actives have a fitted effect of over 80% in size; some results filed as inactive show a strong effect at the top dose
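Using MCF7 cells harboring a BRCA1 firefly luciferase reporter, plated 2 h before compound pinning, the screen measured luminescence after 48 h incubation. Responses were normalized to DMSO and 10 microM genistein, then fitted for concentration-effect.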
ELG1 genotoxic – qHTS screen for small molecules that induce genotoxicity in human embryonic kidney (HEK293T) cells expressing luciferase-tagged ELG1 | HEK293T ELG1-luciferase reporter, luminescence, 16 h | Potency, µM (highest dose often 46 µM), without a hit: top-dose activity change, positive = activation, most hits filed as activators | hit rate 1.3% among 330,000 | AID 504466, 2011; note: potency is the fitted concentration of half-maximal effect; % of control where 0% means no effect; nearly all actives have a fitted effect of over 60% in size
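HEK293T cells expressing luciferase-tagged ELG1 were treated with compound or DMSO for 16 hr at 37°C. Luciferase activity was then read after 30 min with ONE-Glo at room temperature; rising signal flags genetic stress.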
Active calls of the source: *; ? = inconclusive; nt = not tested or not shown; & = joins results of further samples; [ ] = another dose, or the depositor's remark. Unless noted, calls come from the whole dose curve; as a rule, active = well fitted curve in the direction sought with a large enough effect; inconclusive = small, poorly fitted or top-dose-only effect, or another doubt; inactive = no such curve, though single readings can be large; an effect the other way counts as inactive or inconclusive.

SMILES	VP16 counter	ELG1 repair inh	RORg inh	TRPV1 ag	FLuc counter	NPC1 promoter act	p53 reactivation	Rab9 prom act	Tb PFK inh	BRCA1 expr act	ELG1 genotoxic
COC(=O)c1ccc(NC(=O)C2CC(=O)OC2c2ccccc2)cc1 (centres undefined)	-9%	17%	18%	0	0%	-5%	6%	-1%	-3%	25%	-3%
CC1CCCCC12NC(=O)N(CC(=O)N1CCN(S(=O)(=O)c3cccs3)CC1)C2=O (centres undefined)	nt	0%	nt	2	0%	-1%	4%	-4%	-1%	-16%	0%
O=C(O)CCc1ccc(-c2cccs2)n1-c1ccc(C(=O)O)cc1	2%	25%	-27%	nt	3%	-4%	6%	-7%	17%	0%	5%
CC(C)=CCC/C(C)=C/C(N)=O	4%	10%	6%	0	4%	-5%	6%	1%	0%	12%	-2%
Cc1nc(SCC(=O)N2CCC(Cc3ccccc3)CC2)[nH]c(=O)c1C	nt	3%	nt	13	1%	-6%	3%	-3%	8%	0%	-7%
O=C(CCSCc1ccccc1F)NCc1ccc(F)cc1	-4%	4%	21%	82*	0%	2%	0%	0%	6%	-3%	0%
O=C(CN(c1ccccc1Cl)S(=O)(=O)c1ccccc1)N/N=C/c1ccccc1C(=O)O	-10%	6%	-5%	-3	0%	1%	1%	-3%	0%	0%	3%
CC(C)CNS(=O)(=O)c1ccc(CCC(=O)O)cc1	1%	8%	2%	3	0%	0%	-7%	-1%	13%	-95%[inhibitor]	2%
Cc1sc2c(c1C)C(=O)/C(=C\Nc1ccccn1)S(=O)(=O)N2C	6%	4%	-14%	3	-1%	1%	5%	-5%	3%	-6%	-5%
Cc1ccc(S(=O)(=O)NCc2nc3ccccc3[nH]2)cc1	0%	-2%	28%	-1	-10%	-1%	8%	-5%	-2%	0%	9%
O=C(O)C1CSC2c3ccccc3C(=O)N12 (centres undefined)	1%	-3%	-8%	-4	0%	2%	-12%	1%	6%	13%	-2%
CSc1ncccc1C(=O)OCc1ccccc1Cl	-8%	?	2%	26	?	-18%	2%	10%	-13%	11%	-8%
O=C(NCc1ccc2c(c1)OCO2)c1cccs1	-1%	11%	8%	9	2%	-1%	8%	5%	-4%	4%	1%
Cc1cccc(-c2nc(CS(=O)CC(=O)NCC3CCCO3)c(C)o2)c1 (centres undefined)	?	9%	-19%	3	3%	1%	-8%	-3%	-2%	2%	-1%
Nc1ccc2nc3n(c(=O)c2c1)CCC3	-1%	16%	33%	nt	5%	-1%	4%	13%	-4%	66%	3%
O=C(/C=C/c1ccccc1)N/C(=C/c1ccccc1)C(=O)N1CCCCC1	-1%	-26%	13%	?	1%	1%	-3%	11%	-1%	1%	1%
CS(=O)(=O)N(CC(=O)N1CCN(c2ccccc2)CC1)c1ccc(Cl)c(C(F)(F)F)c1	-5%	?	8%	0	4%	-1%	7%	-4%	3%	-49%	-12%
Cc1ccc(N2C(=O)[C@@H]3C(c4cccnc4)=NO[C@@H]3C2=O)c(C)c1	-5%	4%	0%	0	0%	2%	-2%	-4%	-4%	19%	0%
CCCC(=O)c1cc(F)c(N2CCN(C(=O)OCC)CC2)cc1C	-10%	-12%	3%	?	4%	0%	-4%	-2%	1%	-9%	-1%
COc1cc(NC(=O)C/C(C)=N/NC(=O)C(=O)NCCO)c(OC)cc1Cl	4%	0%	27%	1	0%	4%	-1%	-1%	-2%	-54%	-1%
COc1ccc(CCNCC(=O)Nc2c(C)cc(C)cc2C)cc1OC	-5%	-7%	-26%	-5	-1%	-6%	15%	0%	-8%	-3%	3%
Cc1cccc(NC(=O)C(C)Oc2ccc(C)nc2[N+](=O)[O-])c1 (centres undefined)	nt	0%	nt	nt	nt	nt	-1%	nt	0%	3%	?
O=C1CCCN1Cc1ncnn1-c1ccccc1	-4%	-1%	?	0	1%	-1%	12%	0%	0%	15%	0%
CCOC(=O)[C@H]1[C@H]2COc3ccc(Br)cc3[C@@H]2N2C(=O)CN(Cc3ccc(Cl)cc3)C(=O)[C@@]12C	nt	-22%	nt	nt	nt	nt	-3%	nt	4%	-12%	-5%
O=C(CCC1CCCCC1)NNC(=O)NC12CC3CC(CC(C3)C1)C2	-8%	-1%	?	2	-1%	12%	-2%	10%	2%	2%	1%

Two entries drawn at random from the list so far, as already listed:
SMILES	VP16 counter	ELG1 repair inh	RORg inh	TRPV1 ag	FLuc counter	NPC1 promoter act	p53 reactivation	Rab9 prom act	Tb PFK inh	BRCA1 expr act	ELG1 genotoxic
Cc1sc2c(c1C)C(=O)/C(=C\Nc1ccccn1)S(=O)(=O)N2C	6%	4%	-14%	3	-1%	1%	5%	-5%	3%	-6%	-5%
CC1CCCCC12NC(=O)N(CC(=O)N1CCN(S(=O)(=O)c3cccs3)CC1)C2=O (centres undefined)	nt	0%	nt	2	0%	-1%	4%	-4%	-1%	-16%	0%

Going on with the list:
SMILES	VP16 counter	ELG1 repair inh	RORg inh	TRPV1 ag	FLuc counter	NPC1 promoter act	p53 reactivation	Rab9 prom act	Tb PFK inh	BRCA1 expr act	ELG1 genotoxic
NS(=O)(=O)c1ccc(Sc2ccc3c(c2)CCC3)nc1	-4%	2%	-19%	19	-1%	0%	-4%	2%	0%	-5%	-2%
CN1C(=O)c2cccc3c(S(=O)(=O)Nc4ccc(O)c(C(=O)O)c4)ccc1c23	-1%	20%	-13%	-1	0%	-2%	3%	-2%	-3%	-3%	3%
CCCC(=O)N(CCc1ccccc1)Cc1nc2ccccc2c(=O)[nH]1	-2%	?	15%	-1	0%	1%	2%	-2%	-5%	-28%	-29%
Cc1ccc(O)c(NC(=O)C2CCCCC2)c1	27%	14%	14%	nt	-15%	10%	6%	0%	-3%	11%	2%
CC(=O)Nc1ccc(NC(=O)C(C)OC(=O)C2CCN(S(=O)(=O)c3ccccc3C(F)(F)F)CC2)cc1 (centres undefined)	nt	1%	nt	1	3%	-3%	-1%	-4%	-3%	-1%	2%
CC(C)NC(=O)Cn1nnc(-c2cccc(NC(=O)c3ccccc3F)c2)n1	1%	-5%	1%	5	-2%	-3%	-22%	-2%	-2%	8%	0%
Cc1ncc(CO)c2cc(C(=O)Nc3cccc(F)c3)c(=Nc3cccc(C(N)=O)c3)oc12	-17%	-1%	4%	-3	-3%	2%	0%	1%	-21%	6%	0%
CCOC(=O)C1CCCN(C(=O)/C=C/c2ccc([N+](=O)[O-])cc2)C1 (centres undefined)	-16%	-1%	5%	4	-9%	0%	-3%	-1%	-8%	-15%	-1%
FC(F)(F)c1cccc(NC(=S)NCc2ccccn2)c1	7.1µM*	15%	3.5µM*	12	2%	-3%	2%	-7%	-4%	9%	1%
N=c1n(CCCOc2ccccc2Cl)c2ccccc2n1CC(N)=O	-13%	?	-18%	-4	-12%	-5%	3%	-3%	-3%	-46%	?
N#Cc1ccc(C23CC4(C2)[C@H](CN(P(=O)(c2ccccc2)c2ccccc2)[C@@H]4c2ccccc2)C3c2ccc(Cl)nc2)cc1 (some centres undefined)	-6%&-3%	?	36%&17%	3	0%	-17%	5%	-8%	-3%	-50%	-12%
COc1ccccc1NS(=O)(=O)c1cc(N)ccc1N1CCCC1	nt	-6%	nt	nt	nt	nt	-8%	nt	4%	-19%	2%
O=C(NCCc1c[nH]c2ccccc12)c1ccc2c(c1)OCO2	-1%	?	-21%	3	6.7µM*	1.1µM*	?	1.3µM*	0%	?	?
CN(CCOc1ccccc1)C(=O)c1cc([N+](=O)[O-])cc([N+](=O)[O-])c1	30%	1%	-8%	1	-1%	-6%	2%	-2%	-1%	-17%	-1%
C(=N\c1nc2ccccc2n1Cc1ccccc1)/c1cccs1	-6%	?	0%	-1	13µM*	1%	-4%	4%	-2%	-32%	-11%
COc1ccc(-n2c(C)cc(C(=O)Cn3c(NCCO)nc4ccccc43)c2C)cc1	3%	-5%	-1%	1	-4%	0%	-3%	-5%	4%	-29%	1%
CCN=C1SC(CC(=O)NC(N)=O)C(=O)N1CC (centres undefined)	-2%	3%	12%	1	0%	-3%	-1%	-4%	-4%	-4%	9%
Cc1cc(NS(=O)(=O)c2ccc(CC(C)C)cc2)no1	13%	3%	-8%	-2	2%	1%	4%	-1%	1%	27%	0%
c1ccc(N2CCN(Cc3cn4ccccc4n3)CC2)cc1	4%	-5%	?	-1	1%	-3%	-1%	-5%	-7%	8%	2%

Screening data as filed in PubChem BioAssay.
